IkB sig inh: suppresses IkB signaling in ABC-DLBCL reporter cells | ABC-DLBCL IkBa-CBG/CBR dual luciferase ratio, 4 h; response scale: scaled: untreated 0%, proteasome inhibitor 100% | 0.04% of 110,000 active | Potency, µM (series often up to 57.1 µM), without a hit: at the highest dose IkBa stabilization activation; active means well fitted curve in the direction sought with a large enough effect in the signal ratio, not every such curve was filed as active; inconclusive means small, poorly fitted or top-dose-only effect, or a change in a side signal; the % refers to the signal ratio;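 further: the direction sought is a rising ratio; 0% = basal untreated cells and 100% = reference inhibitor full response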
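Curves were fitted separately to fusion (green), unfused (red) and ratio luminescence, then classed by r2, magnitude and activity. Cells: OCI-Ly3, 4 h compound plus doxycycline at 37C; 10 uM MG-132 defined full response.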
p53ts 32C tox: cytotoxicity in p53ts cells at permissive temperature. H1299-p53A138V at 32C, ATP luminescence viability, 24 h. Potency, µM (highest dose often 46.1 µM), without a hit: top-dose activity change, negative = cytotoxicity, most hits filed as cytotoxic. 0.93% of 130,000 active;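 further: 0% = DMSO and -100% = full killing by reference compound; nearly all actives have a fitted effect of over 55% in size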
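Cells: H1299 p53ts (A138V), 600/well, pre-incubated 16–30 h at 37C. Cpd up to 46 uM, 24 h, 32C. Readout: ATPlite luminescence, 20 min RT. Normalization: DMSO vs tamoxifen 100 uM. AC50 by Hill equation.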
Imprint erasure: genomic imprint erasure induction | 0.02% of 110,000 active | AID 1948 | mouse ES Peg3-LacZ reporter, beta-gal luminescence, 40 h | Potency, µM (top dose mostly 60.7 µM), without a hit: at the top dose activity change, positive = activation, most hits filed as activators;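 further: 0% = negative control wells on the plate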
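Imprint erasure is scored as LacZ activity from the silenced maternal Peg3 allele in feeder-free female ES cells cultured 40 h with LIF. Luminescence is normalized to in-plate negative controls and fitted to the Hill equation.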
p53ts 39C tox: kills p53ts cells at the nonpermissive temperature. H1299-p53A138V viability at 39C, ATP luminescence, 24 h. Potency, µM (top dose mostly 46.1 µM), for the others: top-dose activity change, negative = cell killing, actives largely listed as cytotoxic. 1.5% of 130,000 active; further: nearly all actives have a fitted effect of over 55% in size
Numbers without * were called inactive; u = inconclusive; x = not tested or not shown; & = joins results of further samples; ! = repeats disagree; [ ] = dose if it differs, or a comment. Unless noted, the call rests on the fitted dose curve; in most records, active means well fitted curve in the direction sought with a large enough effect; inconclusive means small, poorly fitted or top-dose-only effect, or another doubt; inactive means no such curve, though single readings can be large; an effect the other way counts as inactive or inconclusive. Unless noted, on the % scale 0 is the no-effect control and ±100 the full control effect; potency means the concentration at half of the fitted maximal effect.

SMILES	IkB sig inh	p53ts 32C tox	Imprint erasure	p53ts 39C tox
N#C/C(=C\c1ccc(O)c(O)c1)C(=O)NCCCNC(=O)/C(C#N)=C/c1ccc(O)c(O)c1	6.8%	-21%	-8%	u
CC1=C2[C@@H]3OC(=O)[C@@H](C)[C@@H]3CC[C@]2(C)C=CC1=O	-0.5%[25.6 µM]	-3%[20.6 µM]	-9%[16.8 µM]	5%[20.6 µM]
CCN1C(=O)C(=Cc2cc(C)n(C3CC3)c2C)C(=O)N(CC)C1=S	x	3%	x	-12%
CN1CCC2(CC1)NC(=O)C1=C(CN(C)CC1)N2	0.7%	5%	-1%	3%
CC(C)N1C(=O)c2ccccc2NS1(=O)=O	x	-8%	-9%	-9%
Fc1ccc2c(c1)nnn2C1CCN(Cc2nnnn2CCc2ccccc2)CC1	u	3%	-12%	-17%
N#Cc1ccccc1Cn1cc(C(=O)c2ccco2)c2ccccc21	0.3%	11%	-21%	-3%
c1ccc(CCN2CCC(N3CCN(c4ccccc4)CC3)CC2)cc1	1.2%	-10%	-17%	8%
O=C(c1ccc2c(c1)N(Cc1ccc(F)cc1Cl)C(=O)c1ccccc1S2)N1CCC2(CC1)OCCO2	u	6%	-12%[10.9 µM]	-13%
CCN(CC)C(=O)c1ccc(NC(=O)c2ccc(-c3nn(C)c(=O)c4ccccc34)cc2)cc1	u	0%	-8%[10.9 µM]	-11%
CC(C)[N+](C)(CCC(C(N)=O)(c1ccccc1)c1ccccc1)C(C)C	-0.4%[25.6 µM]	-3%	-2%	-6%
Cc1ccc(Cn2cccc(C(=O)Nc3ccc4c(c3)OCO4)c2=O)cc1	-2.7%	-12%	-14%[10.9 µM]	-3%
COc1ccc2c(c1O)-c1c(OC)c(OC)cc3c1[C@@H](C2)N(C)CC3	0.9%[11.4 µM]	0%	-25%	-7%
C[C@@H]1CC[C@@H]2N(C1)C[C@H]1[C@@](O)([C@H](O)C[C@]3(O)[C@H]4CC[C@H]5[C@]6(O)O[C@]4(C[C@]13O)[C@@]5(C)CC[C@@H]6O)[C@@]2(C)O	0.8%[11.4 µM]	13%[9.22 µM]	6%[10.9 µM]	-8%[9.22 µM]
CCOc1ccc(-n2c(CC)nc3ccccc3c2=O)cc1	-0.7%	3%	-16%	3%
C=C1CC[C@H](O)C/C1=C/C=C1\CCC[C@]2(C)[C@H]1CC[C@H]2[C@@H](C)CCCC(C)C	0.2%[25.6 µM]	-7%[20.6 µM]	3%[16.8 µM]	5%[20.6 µM]
COC(=O)N1CCN(C(=O)Cc2ccc(Cl)c(Cl)c2)[C@H](CN2CCCC2)C1	1.0%&-5.8%	-7%&-12%	1%	-4%&12%
Cc1cc(OCC(=O)Nc2c(C)n(C)n(-c3ccccc3)c2=O)c2c3c(c(=O)oc2c1)CCC3	-1.6%	11%	-1%	2%
Cc1nn(-c2ccccc2)c2c1C(c1ccc3c(c1)OCO3)SCC(=O)N2 (stereo not drawn)	1.5%	5%	-15%	20%
O=P1(Nc2ccc(F)cc2)COc2ccccc2OC1	2.3%	2%	2%	2%
Cc1ccc(C[N+](C)(C)C)o1	0.2%	9%&-6%	0%&-9%	-8%&-2%
Cc1ccc2nsnc2c1-n1c(C)nc2ccccc2c1=O	-1.7%	2%	-4%	-6%
C=CCn1c(O)c(C(CC)=Nc2ccccc2NC(C)=O)c(=O)[nH]c1=O	-0.6%	2%	-7%	5%
O=C(Nc1cccc(OC(=O)N2CCCCC2)c1)N1CCCCC1	1.2%	-7%	-12%	-12%
C=CCc1ccc2c(c1)OCO2	-2.6%	-17%[1.84 µM]	-6%&-3%	-8%
C/C=C1/C[C@@H](C)[C@](O)(CO)C(=O)OCC2=CCN3CC[C@@H](OC1=O)C23 (stereo partly drawn)	x	-3%	2%	-3%
COc1cc(CNC(=O)CCCC/C=C/C(C)C)ccc1O	0.6%	-1%	0%&-24%&-12%&-8%	-19%
CCCNS(=O)(=O)c1ccc(OCC(=O)N2CCN(Cc3ccc4c(c3)OCO4)CC2)cc1	9.5%	-5%	-24%	-6%
S=C1CN=C(c2ccccc2Cl)c2cc(Cl)ccc2N1	x	6%	x	20%
COC(=O)C(O)(c1ccc2c(c1)CCCN2)C(F)(F)F (stereo not drawn)	-0.5%	-1%	-3%	-1%

Three entries picked at random from the list so far, as already listed:
SMILES	IkB sig inh	p53ts 32C tox	Imprint erasure	p53ts 39C tox
C=CCn1c(O)c(C(CC)=Nc2ccccc2NC(C)=O)c(=O)[nH]c1=O	-0.6%	2%	-7%	5%
COc1cc(CNC(=O)CCCC/C=C/C(C)C)ccc1O	0.6%	-1%	0%&-24%&-12%&-8%	-19%
Cc1ccc2nsnc2c1-n1c(C)nc2ccccc2c1=O	-1.7%	2%	-4%	-6%

Next records
SMILES	IkB sig inh	p53ts 32C tox	Imprint erasure	p53ts 39C tox
O=C1Nc2ccccc2C2(CCN(CCc3ccc(C(F)(F)F)cc3)CC2)O1	x	u	-12%	u
N[C@H](Cc1o[nH]c(=O)c1Cl)C(=O)O	-0.6%	6%	-7%	7%
CNCC/C=C\c1cccnc1	0.0%	1%	4%	-11%
CCCCCCCCOC(=O)c1ccccc1C(=O)OCCCCCCCC	13%	-8%[1.84 µM]	3%	3%
CCSC(=O)Cl	0.1%	4%[1.84 µM]	2%	3%
CCOC(=O)Cn1c(=O)oc2cc(S(=O)(=O)NC3CCCc4ccccc43)ccc21 (stereo not drawn)	u	u	-28%	91%[activator]
COC(=O)[C@@H](N)CCCN=C(N)N[N+](=O)[O-]	-0.3%	5%	-3%	-4%
CN(C)CP(=O)(Nc1ccccc1)N(C)C (stereo not drawn)	-0.2%	10%	2%	6%
CC12CC1(C)C(=O)N(c1cc(Cl)cc(Cl)c1)C2=O (stereo not drawn)	1.6%	8%[1.84 µM]	1%	1%
NC1CCCCC1N=Cc1c(O)n(Cc2ccc(F)cc2)c(=O)[nH]c1=O (stereo not drawn)	9.8%	8%	-15%	18%
Cc1nc(N)sc1CCN	-0.1%	-9%	-3%	-5%
O=c1[nH]c(=O)n(Cc2ccccc2)c(O)c1C=Nc1ccc(CN2CCOCC2)cc1	4.5%	-3%	4%	-1%
CC1=C(C(=O)Nc2ccccc2)SCCO1	0.5%	-7%	-28%	-8%
CC1CCCCN1CC(=O)c1ccc2cc[nH]c2c1 (stereo not drawn)	u	-16%	-10%	-17%
CN(C)c1ccccc1	-0.8%	9%[1.84 µM]	-1%	2%
Cc1nc2ccccc2c(=O)n1-c1cccc(O)c1	-0.5%	8%	13%	2%
COC(=O)c1ccc(N2C(=O)CC(N3CCC(n4c(=O)[nH]c5ccccc54)CC3)C2=O)cc1 (stereo not drawn)	5.6%	2%	0%	5%
N#CC(Cl)Cl	0.4%	-18%[1.84 µM]	-11%	-4%
O=C1c2ccccc2C(=O)c2ccccc21	x	12%	-5%	-14%
Brc1ccc(Oc2cc(Br)c(Br)cc2Br)c(Br)c1	2.2%&0.4%	12%&3%[1.84 µM]	-5%&-4%	5%&2%
CCCCN1C(=O)NC(=O)C2(Cc3ccccc3N3CCOCC32)C1=O (stereo not drawn)	2.6%	-4%	-5%	5%
CC[C@@H]1[C@@H]2Cc3ccc(O)cc3[C@@]1(CC)CCN2C	0.8%[11.4 µM]	0%[9.22 µM]	4%[10.9 µM]	7%[9.22 µM]
CCN1C[C@@]2(COC)C3[C@@H](OC)C4[C@@H]1[C@@]3(C1C[C@@]3(O)[C@H](OC(=O)c5ccccc5)C1[C@]4(OC(C)=O)[C@@H](O)[C@@H]3OC)[C@@H](OC)C[C@H]2O (stereo partly drawn)	x	2%	2%	0%
CCOP(=S)(OCC)Oc1ccc2c(C)c(Cl)c(=O)oc2c1	x	-2%	-13%	-11%
COc1cccc(CNC2CN3CCC2CC3)c1OC (stereo not drawn)	-0.3%	4%	u	7%
CCCC(=O)C1C(=O)NC(=O)NC1=O	0.5%	-6%	8%	-19%
COc1ccc(CC2NC[C@H](O)[C@H]2OC(C)=O)cc1 (stereo partly drawn)	x	-18%	-30%	-10%
NC(N)=NCCN=C(N)N	-0.5%[11.4 µM]	4%[9.22 µM]	-12%[10.9 µM]	-4%[9.22 µM]
Nc1c(C(=O)NC2CCCC2)c2nc3ccccc3nc2n1CC1CCCO1 (stereo not drawn)	3.8%	-15%	-18%	-16%
CC(C)(C)C(=O)C(Oc1ccc(Cl)cc1)n1cncn1 (stereo not drawn)	x	0%	-9%	3%

The closing five entries of the section above open the next one:
SMILES	IkB sig inh	p53ts 32C tox	Imprint erasure	p53ts 39C tox
CCCC(=O)C1C(=O)NC(=O)NC1=O	0.5%	-6%	8%	-19%
COc1ccc(CC2NC[C@H](O)[C@H]2OC(C)=O)cc1 (stereo partly drawn)	x	-18%	-30%	-10%
NC(N)=NCCN=C(N)N	-0.5%[11.4 µM]	4%[9.22 µM]	-12%[10.9 µM]	-4%[9.22 µM]
Nc1c(C(=O)NC2CCCC2)c2nc3ccccc3nc2n1CC1CCCO1 (stereo not drawn)	3.8%	-15%	-18%	-16%
CC(C)(C)C(=O)C(Oc1ccc(Cl)cc1)n1cncn1 (stereo not drawn)	x	0%	-9%	3%
CC(C)NS(=O)(=O)c1ccc(OCC(=O)N2CCN(Cc3ccccc3)CC2)cc1	1.8%	-2%	-19%	8%
CNc1ccc(C(=O)CC(O)CCC(C)C2OC(=O)CC(O)CC(=O)CC(O)CC(O)CC(O)CC(O)CC3(O)CC(O)C(C(=O)OC)C(CC(O[C@@H]4OC(C)C(O)C(N)C4O)/C=C/C=C/C=C/C=C/C=C/C=C/C=C/C2C)O3)cc1 (stereo partly drawn)	x	2%	-16%	-10%
CC(C)[C@@]1(NC(=O)[C@@H]2C[C@H]3c4cccc5[nH]cc(c45)C[C@@H]3N(C)C2)O[C@@]2(O)[C@H]3CCCN3C(=O)[C@H](Cc3ccccc3)N2C1=O	u	u	-4%&-4%	32µM*!
Cc1cc(C)cc(-n2c(=O)[nH]c3ccccc3c2=O)c1	-3.8%	-15%	-3%[10.9 µM]	17%
CCC(=NC1CCN(Cc2ccccc2)CC1)c1c(O)[nH]c(=O)[nH]c1=O	0.6%	0%	-14%	5%
CN1Cc2c(ccc3c2OCO3)C2C(O)Cc3cc4c(cc3C21)OCO4 (stereo not drawn)	x	-8%&4%	-21%&-5%	-8%&2%
CC(Cc1ccccc1)[n+]1cc(/N=C(\N)[O-])on1 (stereo not drawn)	-0.2%	3%	4%	6%
O=C(O)C(O)(c1ccccc1)C1CCCC1 (stereo not drawn)	0.6%	-1%	-4%	3%
CC(=O)N1CC(=O)Nc2ccc(Cl)cc2C1c1ccc(F)cc1 (stereo not drawn)	1.9%	4%	-5%	7%
Cc1ccccc1-n1c(/C=C/c2ccc(O)cc2)nc2ccccc2c1=O	u	u	-8%[10.9 µM]	u
O=C(CCN1CC2CCC(CC2)C1)c1cccs1	2.5%[11.4 µM]	-2%[9.22 µM]	5%[10.9 µM]	-2%[9.22 µM]
COc1ccc(-c2nc3ccccc3o2)cc1NC(=O)Cc1ccc(Cl)cc1	4.7%	-28%	-10%[10.9 µM]	u
O=C(O)CC[N+](=O)[O-]	14%	-4%&-8%	-1%&-19%	8%&5%
COc1ccccc1NC(=O)c1oc2ccccc2c1NC(=O)COc1cccc(C)c1	-1.0%	-4%	21%[10.9 µM]	u
O=[As](O)(O)c1ccc2nc3cc([As](=O)(O)O)ccc3nc2c1	0.9%[11.4 µM]	2%[9.22 µM]	-8%[10.9 µM]	9%[9.22 µM]
Cc1cccc(N)c1C	0.7%	7%[1.84 µM]	-6%	-3%
O=[N+]([O-])c1ccc2c3c(cccc13)CC2	0.3%	-7%[1.84 µM]	u	9%
C[C@@]12CC[C@H]3[C@@H](CC[C@@H]4C[C@H](O)CC[C@]43C)[C@H]1CC[C@H]2O	1.0%	-19%	x	12%

Only part of the results is shown. The share of hits here may be higher or lower than overall.
